Assay outcomes deposited in PubChem by The Scripps Research Institute Molecular Screening Center.
TTR transcr act – increases transthyretin transcription; SH-SY5Y TTR promoter Gaussia luciferase, luminescence; 100% = recombinant luciferase protein wells; activation, % at 16.7 µM; hit rate 1.3% among 92,000; AID 1117267;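 active means activation above the mean of all tested compounds plus 3 SD, cut at about 9.5% in these data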;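 further: cells exposed to compounds for one day before reading; 0% = median of all test compound wells on the plate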
An asterisk follows results filed as active; & = joins results of further samples. These rows are one share of the data. The share of hits here may be higher or lower than overall.

smiles	TTR transcr act
CC(C)=CCN1CC[C@@]2(C)c3cc(O)ccc3CC1C2C (some centres not stated)	2.1
COc1ccc2c3c([nH]c2c1)[C@H](C=C(C)C)N1C(=O)[C@@H]2CCCN2C(=O)[C@@H]1C3	-0.2
O=c1[nH]c(=O)n(-c2ccccc2F)c(O)c1/C=C1\C=Nc2ccccc21	-1.3
O=C(CSc1ccccc1)N1CCC2(CC1)OCCO2	-1.2
O=C1NCN(c2ccccc2)C12CCN(C(c1cccc3ccccc13)c1nnnn1C1CCCC1)CC2 (configuration not stated)	-2.5
COc1ccc(OC(=O)N(C)C[C@H]2OCc3cnnn3CCCC(=O)N([C@H](C)CO)C[C@H]2C)cc1	-1.5
O=C(Nc1cccc(OC(=O)N2CCOCC2)c1)N1CCOCC1	1.8
COP(=O)(C(=O)Nc1ccccc1)C(CC(C)C)NC(=O)OCc1ccccc1 (configuration not stated)	2.4
CNC(C)Cc1ccccc1 (configuration not stated)	-1.0
CC(C(=O)c1c[nH]c2ccccc12)N1CCOCC1 (configuration not stated)	2.1
COc1c(C)cc(C(=O)C2CCCN(Cc3ccccn3)C2)cc1C (configuration not stated)	2.5
CC[C@H](OC(C)=O)C(C[C@H](C)N(C)C)(c1ccccc1)c1ccccc1	-0.8
COC(=O)C1=C(c2ccc(OC(F)(F)F)cc2)C[C@@H]2CC[C@H]1N2C(=O)NCC1CC1	-1.4
Cc1cc(N2C(=O)C3CCCN3C2c2ccccc2)no1 (configuration not stated)	1.2
O=P(N1CCCCC1)(N1CCCCC1)C(Cl)(Cl)Cl	-1.8
CN(C)[C@@H]1C(=O)C(C(N)=O)=C(O)[C@@]2(O)C(=O)C3=C(O)c4c(O)ccc(Cl)c4[C@@](C)(O)[C@H]3C[C@@H]12	1.6
CCNCCNc1ccc([N+](=O)[O-])c2cccnc12	5.5
CCCCC(=O)N/N=C/c1c(O)n(CC)c(=S)[nH]c1=O	2.4
CCOC(=O)c1cc2ccccc2n1C1CCN(Cc2ccccc2)CC1	-1.8
O=P(Nc1ccccc1)(Oc1ccccc1)Oc1ccccc1	1.2
COC(=O)[C@@H]1N=C(c2ccc(OC)cc2)O[C@]12C(=O)N(C)c1ccc(Cl)cc12	-1.6
CC(=O)OC1CCC2(C)C(CCC3C4CC(N5CC5)C(C(C)=O)C4(C)CC(=O)C32)C1 (configuration not stated)	0.6
COC(=O)c1ccc(C(C(=O)NC2CCCCC2)N(CCN2CCOCC2)C(=O)Cc2cccs2)cc1 (configuration not stated)	-0.4
COC(=O)C1=C(c2ccc(-c3ccccc3)c(F)c2)C[C@@H]2CC[C@H]1N2C(=O)N1CCC(O)CC1	-2.6
CCOc1ccccc1-n1c(O)c(C=Nc2ccc(N(CC)CC)cc2)c(=O)[nH]c1=O	0.3
C=CCn1c(O)c(C(CC)=Nc2cccc(C(F)(F)F)c2)c(=O)[nH]c1=O	0.5
COC(=O)C1=C(c2ccc(Cl)c(C(F)(F)F)c2)C[C@@H]2CC[C@H]1N2C(=O)NCc1ccc2c(c1)OCO2	1.6
COc1ccc(-c2[nH]ncc2CNC(C)Cc2ccsc2)c(F)c1 (configuration not stated)	-1.3
CC(N=Cc1c(O)n(C2CC2)c(=S)[nH]c1=O)c1ccccc1 (configuration not stated)	-0.2
COC(=O)C1=C(c2ccc(OC(F)(F)F)cc2)C[C@@H]2CC[C@H]1N2C(=O)NCc1cc(C)oc1C(F)(F)F	-2.7
Cc1ccccc1NC(=O)c1cc(-c2ccccc2)n(CCCN2CCOCC2)c1C	-1.9
COc1c(C)cc(C(=O)C2CCCN(Cc3cccc(O)c3)C2)cc1C (configuration not stated)	-0.1
N/C(=N\N=C/c1ccc(-c2ccc(O)c(C(=O)O)c2)o1)N[N+](=O)[O-]	-0.4
COc1cccc(-n2c(O)c(C=NCc3ccc4c(c3)OCO4)c(=O)[nH]c2=O)c1	0.2
O=c1[nH]c(=O)n(-c2ccc(Br)cc2)c(O)c1C=NCCN1CCCCC1	-1.4
COc1cccc2c1N=C1CCCC3CN(C(C)=O)CCC123 (configuration not stated)	-0.3
Cc1cccc(C)c1-n1nnnc1C(c1cccs1)N1CCC2(CC1)C(=O)NCN2c1ccccc1 (configuration not stated)	-1.9
CC(C)Cc1nnc(NC(=O)CCC(=O)N2CCC3(CC2)OCCO3)s1	-0.6
COC(=O)C1=CO[C@@H](C)[C@H]2CN3CC[C@]4(C(=O)Nc5ccccc54)[C@@H]3C[C@H]12	-0.1
Fc1cccc(CCNCc2ccccn2)c1	-1.9

Of the compounds above, 8 contain an aryl methoxy group:
smiles	TTR transcr act
COc1ccc2c3c([nH]c2c1)[C@H](C=C(C)C)N1C(=O)[C@@H]2CCCN2C(=O)[C@@H]1C3	-0.2
COc1ccc(OC(=O)N(C)C[C@H]2OCc3cnnn3CCCC(=O)N([C@H](C)CO)C[C@H]2C)cc1	-1.5
COc1c(C)cc(C(=O)C2CCCN(Cc3ccccn3)C2)cc1C (configuration not stated)	2.5
COC(=O)[C@@H]1N=C(c2ccc(OC)cc2)O[C@]12C(=O)N(C)c1ccc(Cl)cc12	-1.6
COc1ccc(-c2[nH]ncc2CNC(C)Cc2ccsc2)c(F)c1 (configuration not stated)	-1.3
COc1c(C)cc(C(=O)C2CCCN(Cc3cccc(O)c3)C2)cc1C (configuration not stated)	-0.1
COc1cccc(-n2c(O)c(C=NCc3ccc4c(c3)OCO4)c(=O)[nH]c2=O)c1	0.2
COc1cccc2c1N=C1CCCC3CN(C(C)=O)CCC123 (configuration not stated)	-0.3

(next part)
smiles	TTR transcr act
CSc1ccc(C(=O)C2CCCN(Cc3cnc(SC)nc3)C2)cc1 (configuration not stated)	2.9
COc1cccc(Oc2c(C)oc3cc(OC(=O)N(C)C)ccc3c2=O)c1	-0.9
COc1ccc(C(=O)N/N=C/C23CC[C@@H](O)CC2(O)CC[C@@H]2[C@@H]3CCC3(C)C(C4=CC(=O)OC4)CCC23O)cc1 (some centres not stated)	0.3
COc1ccc(OCC(=O)N2CCN(C/C=C/c3ccccc3)CC2)cc1	-1.3
CN1C(=O)C(C)(C2=CCCCC2)C(=O)NC1=S (configuration not stated)	4.1
O=S(=O)(c1ccc(F)cc1)N1CN2CCN(C2)C1	-0.4
COC(=O)C1=C(c2ccc(OC)c(OC)c2)C[C@@H]2CC[C@H]1N2C(=O)NCCOc1ccccc1	1.7
COc1ccc(C(=O)C2CCCN(C3CSCCSC3)C2)c(C)c1 (configuration not stated)	-0.2
CC(=O)NCCc1c[nH]c2ccccc12	0.2
CCCN1CCC(NC2CCC(O)CC2)CC1 (configuration not stated)	7.2
Cc1nc(SCc2c(Cl)cccc2Cl)nc(OC(=O)N(C)C)c1C	-0.7
Cn1c(O)c(/C=C/C=Nc2ccccc2)c(=O)n(C)c1=O	-1.1
Cc1ccc(-n2nc(C)cc2NC(=O)COc2cc(C)cc3oc(=O)c4c(c23)CCC4)cc1	-1.0
C[C@]12CC[C@@H](O)CC1=CCC1C2CC[C@@]2(C)C1C[C@@H](F)[C@@H]2O (some centres not stated)	-1.6
CN(C)C(=O)Oc1cc(=O)n2c3c(cccc13)CCC2	2.3
N#CC12CC(=O)N1Cc1cnnn1-c1ccccc12 (configuration not stated)	-0.6
COc1ccc(N=Cc2c(O)n(Cc3cccs3)c(=O)[nH]c2=O)cc1	-1.8
CCOC(=O)c1cc2c(cn1)[C@@H](CCO)NC2	-1.2
C=CCn1c(O)c(C(CC)=NCC2CCCO2)c(=O)[nH]c1=O (configuration not stated)	8.3
CCOC(=O)C1(c2ccccc2)CCN(CC(=O)c2ccc(NC(C)=O)cc2)CC1	-1.2
O=C(c1ccccc1)N1CCC2(CC1)OCCO2	0.2
Cc1ccc2nc3c(cc2c1)CC1(C(=O)N(C)C(=O)N(C)C1=O)C1CCCCN31 (configuration not stated)	-2.5
C[C@]12CC[C@H]3[C@@H](CCC4=CC(=O)CC[C@@]43C)[C@@H]1CC[C@@H]2O	2.1&-1.9
CN1CCC23c4c5ccc(O)c4O[C@@H]2[C@H](O)C=CC3C1C5 (some centres not stated)	4.1
CCOC(=O)C1CCN(C=C2C(=O)N(C)C(=S)N(C)C2=O)CC1	0.9
CC1(O)CCC2C3CCC4=CC(=O)CCC4(C)C34OC4CC21C (configuration not stated)	1.2
Cc1nc2ccccc2c(=O)n1-c1ccc([N+](=O)[O-])cc1	1.1
c1coc(CN2Cc3ccccc3-n3nncc3C2)c1	-0.5
COC(=O)C1=C(c2ccc(OCc3ccccc3)cc2)C[C@@H]2CC[C@H]1N2C(=O)NCc1ccc(Cl)cc1	1.2
COc1ccccc1CC1C(=O)C2CCN1CC2 (configuration not stated)	-0.5
O=[N+]([O-])c1ccc(C(=Nc2ccccc2)N2CC2)cc1	-0.7
C[N+]12CCC(CC1)C(=C(c1ccccc1)c1ccccc1)C2	-5.1
Cc1ccc2c(c1)C1CN(C)CCC1N2C(=O)CCCN1C(=O)c2cccc3cccc(c23)C1=O (configuration not stated)	-0.2
CCC(=NCc1ccco1)c1c(O)n(C)c(=O)n(C)c1=O	-0.5
Oc1ccccc1-[n+]1c(-c2ccccc2)cc(-c2ccccc2)cc1-c1ccccc1	-1.2
CCNc1nc2[nH]c(=O)c3c(c2s1)OC(N)=C(C#N)C3c1cccs1 (configuration not stated)	-2.0
O=C1NC(=O)C2(CCN(S(=O)(=O)c3ccccc3)CC2)C(=O)N1	-1.2
CC(NCc1ccc(Cl)c(Cl)c1)C(O)c1ccccc1 (configuration not stated)	0.3
Cc1cc(=O)[nH]c(CCl)n1	0.0
O=c1[nH]c2ccccc2n1C1CCN(C(c2cc3ccccc3o2)c2nnnn2-c2ccc3c(c2)OCCO3)CC1 (configuration not stated)	-5.3
CC(NC(=O)OC1CC2CCC1(C)C2(C)C)P(=O)(Oc1ccccc1)Oc1ccccc1 (configuration not stated)	4.9
Cc1cccn2c(=O)c3cc(C(=O)N4CCC5(CC4)OCCO5)n(C)c3nc12	-1.6
CCCC1(CC(C)CC)C(=O)NC(=O)NC1=O (configuration not stated)	5.2
Cn1c(O)c(C=NC2CCCCC2)c(=O)[nH]c1=S	3.6
COc1ccc(/C=C2/C(=O)NC(=S)N(C3CC3)C2=O)cc1CN1C(=O)c2ccccc2C1=O	-0.4
Cc1oc(-c2ccccc2)nc1CN1C(=O)CN=C(c2ccccc2)c2ccccc21	-1.3
C/C(=N\NC(=O)c1ccccc1)c1c(O)n(Cc2ccccc2)c(=O)[nH]c1=O	0.4
CN1C2CCC1CC(OC(c1ccccc1)c1ccc(Cl)cc1)C2 (configuration not stated)	-5.0
O=c1ccc2c(O)c3ccoc3cc2o1	-1.5
Cc1cc(/C=C2\C(=O)NC(=O)N(Cc3ccccc3Cl)C2=O)c(C)n1-c1ccc(C(=O)O)cc1	-2.3

Following part.
smiles	TTR transcr act
Cc1ccc(-c2cc(-c3ccc(C)cc3)[n+](C)o2)cc1	-3.2
Cc1ccc(N2C(=O)NC(=O)/C(=C\c3ccoc3)C2=O)cc1	2.0
NC1=C([N+](=O)[O-])C(c2ccc3c(c2)OCO3)c2c(c3ccccc3oc2=O)O1 (configuration not stated)	0.0
COc1cccc(C(c2nnnn2-c2ccc3c(c2)OCCO3)N2CCC(n3c(=O)[nH]c4ccccc43)CC2)c1OC (configuration not stated)	-2.2
ClCCN(CCCl)c1ccc(C2=NCCc3ccccc32)cc1	-1.8
COC(=O)C1=C(c2ccc(C(C)=O)cc2)C[C@@H]2CC[C@H]1N2C(=O)N1CCC(O)(c2ccc(Cl)cc2)CC1	-3.1
Cc1ccc2c(c1)C(c1ccccc1)=NCC(=O)N2	7.2
CCc1ccc(N2C(=O)NC(=O)/C(=C\C=C\c3ccco3)C2=O)cc1	-0.3
Cc1cccc(N2CCC3(CC2)C(=O)NC(=O)NC3=O)c1	-0.5
CC(C)n1c(=O)c(C=Nc2ccc(S(N)(=O)=O)cc2)c(O)n(Cc2ccco2)c1=O	-0.8
CCOC(=O)[C@]12Cc3ccc(C)cc3[C@H]1N(C1CCCCC1)C(=O)c1cc(OC)ccc12	-6.6
COc1ccccc1-n1c(O)c(/C=N/N2CCCCC2)c(=O)n(-c2ccccc2OC)c1=S	1.0
[N-]=[N+]=NCCN1CCC(O)CCC1=O (configuration not stated)	-0.4
NN=C1C(Cl)=C(Cl)C(Cl)=C1Cl	1.0
COC(=O)C1C2c3ccccc3C(c3ccccc32)C1C(=O)OC (configuration not stated)	5.4
O=C1NC2C(=CC(O)C(O)C2O)c2cc3c(c(O)c21)OCO3 (configuration not stated)	-6.3
C/C(=N\N1CCCCCC1)c1c(O)n(-c2ccc(C)cc2)c(=O)[nH]c1=O	0.5
CCCC(=O)Nc1ccc(N2CCN(CC)CC2)c(Cl)c1	-0.5
CC1(C)C2SCC(=O)N2CCN1CC(=O)NN (configuration not stated)	-2.4
O=C(C1CCN(c2nc3ccc(Br)cc3s2)CC1)N1CCC2(CC1)OCCO2	-8.8

Pulled by compound from the entries so far (2):
smiles	TTR transcr act
COc1ccccc1-n1c(O)c(/C=N/N2CCCCC2)c(=O)n(-c2ccccc2OC)c1=S	1.0
O=C(C1CCN(c2nc3ccc(Br)cc3s2)CC1)N1CCC2(CC1)OCCO2	-8.8

Next section.
smiles	TTR transcr act
CCCCn1nnnc1C(CCSC)N1CCC(n2c(=O)[nH]c3ccccc32)CC1 (configuration not stated)	-2.2
COc1ccc(C(O)C(C)NC(C)C(O)c2ccc(OC)cc2)cc1 (configuration not stated)	-1.3
c1ccc(C2N3CCCN23)cc1 (configuration not stated)	-0.3
COc1ccccc1N1CCN(Cc2ccc3c(c2)OCO3)CC1	0.2
COc1ccc(/C=C2/C(=O)N(Cc3ccco3)C(=O)N(C(C)C)C2=O)cc1	-0.2
